High-throughput results from PubChem BioAssay.
IP6K1 inh – inhibitors of human IP6K1 | IP6K1 kinase, ADP-Glo luminescence, 2 h; stronger effect = lower value | activity change, % (series mostly up to about 58 µM) | 140,000 compounds, 0.81% hits | AID 1645851 | Q92551; in the data active means activity change below about -25%
Target sequence (Q92551 whole entry, looked up): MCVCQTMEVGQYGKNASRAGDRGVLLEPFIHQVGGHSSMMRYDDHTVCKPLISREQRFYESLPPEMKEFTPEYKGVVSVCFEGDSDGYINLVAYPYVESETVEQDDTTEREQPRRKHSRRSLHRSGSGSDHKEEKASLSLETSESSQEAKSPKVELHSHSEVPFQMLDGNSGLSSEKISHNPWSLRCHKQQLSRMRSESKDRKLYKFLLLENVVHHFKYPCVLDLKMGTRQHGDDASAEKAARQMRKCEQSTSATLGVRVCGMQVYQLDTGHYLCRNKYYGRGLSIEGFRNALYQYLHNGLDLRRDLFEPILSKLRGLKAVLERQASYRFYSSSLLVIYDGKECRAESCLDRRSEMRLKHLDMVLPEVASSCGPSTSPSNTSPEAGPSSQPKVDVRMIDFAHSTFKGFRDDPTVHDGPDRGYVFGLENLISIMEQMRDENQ
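ADP-Glo luminescence measures ADP made by human IP6K1 during a 2 h RT reaction with ATP/IP6 (mix at 1.3 mM/130 uM); top library doses 57.5 and 19.1 uM final.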
NIH3T3 tox – NIH 3T3 cell cytotoxicity. NIH 3T3 viability, CellTiter-Glo ATP luminescence, 48-72 h. Potency, µM (top dose mostly 96.7 µM), without a hit: at the top dose activity change, negative = cytotoxicity, actives largely listed as inhibitors. 94,000 compounds, 4.3% hits. AID 1345082; further: potency means the concentration at half of the fitted maximal effect; nearly all actives have a fitted effect of over 55% in size
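Cytotoxicity was measured by CellTiter-Glo ATP luminescence after 48 or 72 h compound exposure at 37 °C. Mouse NIH 3T3 fibroblasts were seeded at 400 cells/well and dosed by 23 nL pin transfer.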
SNCA expr inh – reduces expression of the alpha-synuclein gene | AID 1671194 | 140,000 compounds, 0.17% hits | Potency, µM (doses to about 57.2 µM), without a hit: at the top dose activity change, negative = inhibition, hits mostly inhibitors | HEK-293 SNCA-luciferase knock-in, luminescence, 24 h;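 further: potency means the concentration at half of the fitted maximal effect; plate controls were DMSO cells for no effect and cell-free wells for full effect; nearly all actives have a fitted effect of over 45% in size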
GPT2 inh – GPT2 alanine aminotransferase inhibition | Q8TD30 | Recombinant GPT2, coupled pyruvate oxidase/HRP Amplex Red fluorescence | Potency, µM (doses to about 57.7 µM), for the others: at the highest dose activity change, negative = inhibition, actives largely listed as inhibitors | 100,000 compounds, 0.25% hits | AID 1671188; further: potency means the concentration at half of the fitted maximal effect; nearly all actives have a fitted effect of over 60% in size; many of its hits are not listed in these tables
Target sequence (Q8TD30 whole entry, looked up): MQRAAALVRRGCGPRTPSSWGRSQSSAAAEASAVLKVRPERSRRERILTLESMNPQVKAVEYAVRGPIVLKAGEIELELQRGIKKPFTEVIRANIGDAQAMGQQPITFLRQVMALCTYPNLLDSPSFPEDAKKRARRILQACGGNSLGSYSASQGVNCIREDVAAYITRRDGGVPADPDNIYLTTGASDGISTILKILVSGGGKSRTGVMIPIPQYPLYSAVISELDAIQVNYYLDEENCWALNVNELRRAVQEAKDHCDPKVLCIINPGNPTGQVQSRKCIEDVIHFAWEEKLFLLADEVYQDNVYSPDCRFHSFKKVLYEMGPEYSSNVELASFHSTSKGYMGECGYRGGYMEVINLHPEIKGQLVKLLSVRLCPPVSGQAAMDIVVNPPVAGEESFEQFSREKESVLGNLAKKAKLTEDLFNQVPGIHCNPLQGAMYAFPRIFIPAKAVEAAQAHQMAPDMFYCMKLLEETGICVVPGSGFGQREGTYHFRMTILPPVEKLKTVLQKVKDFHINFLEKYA
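Fluorescence read-out: pyruvate from GPT2 turnover coupled to pyruvate oxidase, HRP and Amplex Red (0.2mM ThPP, 0.2U/mL PO and HRP, 50uM Amplex final). Substrates 250uM a-KG, 2mM L-alanine; enzyme 10ng/uL; 30 min RT.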
HEK293 viab – cell viability loss counter-screen. Potency, µM (top dose mostly 57.1 µM), for the others: at the highest dose activity change, negative = cytotoxicity, hits mostly cytotoxic. 150,000 compounds, 0.12% hits. HEK-293-SNCA-luc viability, GF-AFC fluorescence, 24 h;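 further: potency means the concentration at half of the fitted maximal effect; 0% = DMSO-treated cells and -100% = medium-only wells without cells; nearly all actives have a fitted effect of over 30% in size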
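HEK-293-SNCA-luc cells (1500/well) plated 24 h, then exposed 24 h to a dilution series; GF-AFC added 30 min at 37C, fluorescence 405/540 nm; normalised to medium-only and DMSO wells, Hill fit.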
FLuc inh – Photinus pyralis luciferase inhibition; purified P. pyralis luciferase, luminescence, biochemical; Potency, µM (series often up to 115 µM), for inactives: top-dose activity change, negative = inhibition, actives largely listed as inhibitors; 76,000 compounds, 2.5% hits; further: potency means the concentration at half of the fitted maximal effect; nearly all actives have a fitted effect of over 65% in size
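Inhibitors were tested against purified firefly luciferase in a biochemical, low-substrate format (both substrates at 10uM) and luminescence measured with a CCD imager.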
HEK293 tox – cytotoxic compounds in HEK 293 cells. HEK 293 viability, ATP luminescence (CellTiter-Glo), 48-72 h. Potency, µM (highest dose often 115 µM), for the others: at the highest dose activity change, negative = cytotoxicity, actives largely listed as inhibitors. 94,000 compounds, 6.6% hits; further: potency means the concentration at half of the fitted maximal effect; nearly all actives have a fitted effect of over 60% in size
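HEK 293 cells seeded at 250 cells/well were exposed to compound for 48 or 72 hr at 37 degree Celsius. Viability taken as ATP content by CellTiter-Glo luminescence.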
* hit, by the source's call; i = inactive; ? = inconclusive; . = not tested or not shown; [ ] = dose if it differs, or a comment. Unless noted, the call rests on the fitted dose curve; in most records, active means well fitted curve in the direction sought with a large enough effect; inconclusive means small, poorly fitted or top-dose-only effect, or another doubt; inactive means no such curve, though single readings can be large; an effect the other way counts as inactive or inconclusive. Unless noted, on the % scale 0 is the no-effect control and ±100 the full control effect. Only part of the results is shown; count on the stated rates, not on these rows.

Compound | NIH3T3 tox | IP6K1 inh | GPT2 inh | SNCA expr inh | FLuc inh | HEK293 viab | HEK293 tox
O=C(NCCc1ccncc1)C1CN(C(=O)Cc2ccc(Cl)cc2)CC12CCOCC2 (stereo not drawn) | i | 13 | i | 17% | 6% | -14% | 1%
Cc1ccc(N(C)C(=O)Cn2ncc3c([nH]c4ccccc43)c2=O)cc1C | . | -14 | . | -24% | . | -19% | .
Cc1c(C(=O)N2CCCC2)oc2c1-c1nn(CC(=O)NCc3ccccc3F)cc1CC2 | . | 3 | . | -14% | . | -6% | .
COc1ccc(NC(=O)c2c(NCc3sccc3C)sc3c2CCCCC3)c(OC)c1 | . | -15 | . | -20% | . | -25% | .
O=C(c1ccc2[nH]ncc2c1)N1CCOCC12CCN(CCCc1ccccc1)CC2 | ? | 37 | i | -6%[87.6 µM] | 1%[172 µM] | -4%[87.6 µM] | ?
COc1ccc(CN2Cc3[nH]nc(-c4ccccc4Cl)c3CC2=O)cc1 | ? | -15 | -4%[88.5 µM] | ? | -13%[172 µM] | -1%[87.6 µM] | ?
Cn1cncc1-c1nnc([C@H]2CCN(Cc3cccc(C#N)c3)C2)o1 | -14%[174 µM] | 11 | -5%[88.5 µM] | -13%[87.6 µM] | -2%[172 µM] | 1%[87.6 µM] | -16%[172 µM]
COCCCNC(=O)C1CCN(c2cnc3nccnc3c2)CC1 | i | 0 | -2% | 22% | -4% | -3% | 11%
Cc1ccc(OCC(=O)c2ccc3c(c2)N(C(C)C(=O)NCC2CC2)C(=O)CO3)cc1C (stereo not drawn) | -21% | 4 | -6% | 9% | ? | -2% | ?
COc1ccc2c(c1)c1c(c(=O)n(Cc3ccccc3)c(=O)n1CC(=O)NCc1ccc(C)cc1)n2C | . | 6 | . | -28% | . | 8% | .
CCOc1ccc(NC(=O)Cn2cc(C(=O)c3ccccc3)c(=O)c3cc4c(cc32)OCCO4)cc1 | . | -9 | . | -10% | . | 1% | .
CC1CCN(S(=O)(=O)c2ccc3c(c2)N(C)C(=O)CC(=O)N3C)CC1 | . | 1 | . | -8% | . | -12% | .
Cc1cc(C)n(C(C)CC(=O)Nc2cccc(C(F)(F)F)c2)n1 (stereo not drawn) | . | 3 | . | -5% | . | 5% | .
O=C1NCCCCCN(C(=O)NC2CCCCC2)[C@H]2CCC[C@@H]12 | -7% | 0 | 1% | 15% | 7% | -2% | i
CCOC(=O)C1(C)C=C(Nc2cccc(C)c2)C(=O)N1c1ccccc1 (stereo not drawn) | . | 6 | . | 36%[activator] | . | -4% | .
O=C(CN1CCN(c2cc(C3CC(O)C3)ncn2)CC1)N1CCCC1 (stereo not drawn) | -17% | -1 | 1% | 5% | 13% | -6% | 0%
CCCS(=O)(=O)N1CCC(C(=O)NCCOC)CC1 | . | 19 | . | 24% | . | 15% | .
Cn1c(=O)c2nc(/C=C/c3cccc(Cl)c3)n(C)c2n(C)c1=O | . | 11 | 2%[88.5 µM] | . | . | 8%[87.6 µM] | .
CCCc1ccc(S(=O)(=O)N2CCC3(CC2)C(=O)N(CC)c2ccccc23)cc1 | -1% | 4 | i | -2% | 0% | 9% | 12%
COc1cc2c(cc1OC)C(CNC(=O)CC(C)C)N(C(=O)Nc1ccccc1)CC2 (stereo not drawn) | -1% | -9 | i | -1% | 1% | -28% | -1%
COCc1noc([C@@H]2CC(F)(F)CN2C(=O)C2(C)CC2)n1 | -19% | 5 | -16% | -10% | -2% | 5% | -3%
c1cncc(-c2ccnc(NCC(c3cccnc3)N3CCCCC3)n2)c1 (stereo not drawn) | -17% | 52 | i[11.5 µM] | 1% | 4% | -5% | i
COc1cccc(C(CC(=O)NCCc2ccc(OC)c(OC)c2)c2c[nH]c3ccccc23)c1 (stereo not drawn) | ? | -12 | -1% | -17% | -4% | -6% | 45µM*
CCN(CC)c1ncccc1CNC(=O)c1coc2c1C(=O)CCC2 | -39% | 12 | 1% | -32% | 0% | -19% | ?
CCOc1ccccc1NC(=O)c1nc(SC(C)C)ncc1Cl | . | -15 | . | -11% | . | 11% | .
Cc1ccc(CN2C(=O)COC[C@H]2C(=O)NC2CC2)cc1 | -1% | 1 | -6% | 2% | -1% | 0% | i
COCCOc1ccc(-c2nc(C)ccc2OC)cc1 | -8% | 10 | -8% | -17% | -5% | 3% | i
CCc1cccc(NC(=O)N2CCCC(Cn3cnc4cccnc43)C2)c1 (stereo not drawn) | -19% | -10 | -4% | 18% | -10% | 7% | -24%
COc1ccccc1Nc1ncnc2c1nc1n2CCCC1 | . | 37 | . | 58%[activator] | . | 9% | .
COc1ccc(-c2nc3sc(CCNC(=O)Cc4ccc(Cl)cc4)c(C)n3n2)cc1 | . | 9 | . | 8% | . | 3% | .
COCc1ncc(C)n1CC1CCN(C(=O)C2(c3ccc(OC)cc3)CC2)CC1 | i | 1 | i | -8% | 7% | 2% | i
Cc1ccccc1C(=O)NC(C(=O)N1CCCCC1)C1CCN(C(=O)CC(C)(C)C)CC1 (stereo not drawn) | ? | 30 | 1% | -6% | -3% | -2% | -7%
COCC(=O)N1CCC(N2C[C@H](O)C[C@H]2C(=O)NCc2cccc(OC)c2)CC1 | -10% | -4 | i | -4% | 3% | 4% | -1%
CCCCOc1ccc(CNC(=O)Cc2ccc(NC(=O)N3CCSc4ncccc43)cc2)cc1 | . | 6 | . | ? | . | 1% | .
CNC(=O)c1cc(C2CC2)nc2onc(C3CCN(C(=O)c4ccc(C)cc4)C3)c12 (stereo not drawn) | ? | -4 | . | . | . | . | ?
COc1cccc(-c2cc(C3CCN(C(=O)Nc4ccc(OC)cc4OC)CC3)[nH]n2)c1 | ? | -10 | ? | 1% | -8% | -19% | ?
Cc1ccc(C(=O)N2CCC(c3n[nH]c(=O)n3-c3ccccc3)CC2)cc1C | -15% | 1 | 5% | -18% | -9% | -5% | -6%
COC(=O)CNC(=O)N1CCCN(Cc2ccncc2)C(c2ccccc2)CC(=O)NCC1 (stereo not drawn) | -8% | 5 | i | 12% | -6% | -4% | 1%
Cc1ccc(C(=O)N2CCN(Cc3ccccc3-c3cccnc3)CC2)cc1 | ? | 2 | i | -7% | . | 2%[12.5 µM] | ?
COc1ccc(CNC(=O)Cn2c(C)cc3nc4n(c(=O)c32)CCCC4)cc1 | i | -2 | i | ? | -3% | -11% | -5%
COCCCNC(=O)c1cc2c(=O)[nH]c(-c3ccccc3)cn2n1 | -25% | 4 | 4% | 0% | -18% | -19% | ?
Cc1ccc(C(=O)N2CCc3cc(CNS(=O)(=O)c4ccc(Cl)s4)ccc32)cc1 | . | 29 | . | 80%[activator] | . | -1% | .
Cc1ccc(-n2c(SCc3ccccc3)nc3c([nH]c4ccccc43)c2=O)cc1 | . | -6 | . | 20% | . | -2% | .
Cc1ccccc1C(=O)N1C(C(=O)NCC2CCCO2)COC12CCC(C)CC2 (stereo not drawn) | -27% | -2 | 2% | 1% | -9% | 0% | ?
Cc1ccc(C)c(CN2C(=O)c3ccccc3S(=O)c3ccc(C(=O)N4CCOCC4)cc32)c1 (stereo not drawn) | . | 2 | . | 13% | . | -1% | .
COc1cccc(-c2nc(S(=O)(=O)c3ccccc3)c(N3CCC(C)CC3)o2)c1 | . | -8 | . | -32% | . | ? | .
O=C(NCC(F)F)C1CCN(c2nccc(Nc3ccccc3Cl)n2)CC1 | ? | 7 | 4% | 2% | . | -20%[12.5 µM] | ?
Cc1nn2c(C)c(C(=O)NCCc3ccccc3)cnc2c1-c1ccccc1 | . | 12 | . | 8% | . | 3% | .
COCc1c(C(=O)NCCn2c(C)cnc2C2CC2)noc1C | 0% | -9 | -11% | -18% | 0% | 9% | 9%
O=C(Cc1c[nH]c2ccccc12)NCC(=O)N1CCCCCCNC(=O)CC1c1ccccc1 (stereo not drawn) | -28% | 10 | i | -1% | -9% | -16% | 0%

Next section.
Compound | NIH3T3 tox | IP6K1 inh | GPT2 inh | SNCA expr inh | FLuc inh | HEK293 viab | HEK293 tox
CCCCc1ccc(NS(=O)(=O)c2ccc(F)cc2)cc1 | . | -1 | -4% | . | . | 6% | .
O=C(C1CC1)N1CCC(O)(c2csc(CN3CCc4ccccc4C3)n2)CC1 | ? | 9 | i | -16%[87.6 µM] | 1%[172 µM] | 0%[87.6 µM] | ?
COc1ccccc1NC(=O)c1c(C)cc(C)nc1SCC(=O)Nc1cccc(C)c1 | . | 3 | . | -20% | . | -26% | .
COCCCn1c(SCc2cccc(Cl)c2)nc2c(sc3ccccc32)c1=O | . | 2 | . | 31%[activator] | . | 10% | .
Cc1cnc(C(=O)N2CCc3ccc(S(=O)(=O)Nc4cccnc4)cc3C2)cn1 | ? | 2 | i | -20% | 7% | -2% | ?
COc1ccc(Nc2cc(-c3cccs3)nc3c(C)noc23)cc1OC | 45µM* | 0 | ? | 63%[activator][87.6 µM] | 0%[172 µM] | -15%[87.6 µM] | 63µM*
Cc1ccccc1OCC(=O)Nc1ccc2nc(SCC(=O)N3CCc4ccccc43)sc2c1 | . | -2 | . | -6% | . | -10% | .
CC(C)N(Cc1ccccc1)S(=O)(=O)c1ccc(-c2cc(C(F)(F)F)on2)s1 | . | 27 | . | -10% | . | 9% | .
Cc1ccc(Cl)cc1N1CCN(C(=O)c2cn(C3CCCCC3)c(=O)c3c2c2ccccc2n3C)CC1 | . | -8 | . | 12% | . | 2% | .
C=CCOC(=O)C1=C(C)N(Cc2cc(F)cc(F)c2)C(=O)CC1c1ccccc1Cl (stereo not drawn) | -17% | -3 | i | -24% | -3% | 7% | ?
CC(C)NC(=O)c1ccccc1OCC1CCCN(Cc2cn(C)c3ccccc23)C1 (stereo not drawn) | ? | -10 | 2% | -9% | 9% | ? | ?
COCCN(C)C(=O)c1cn(C2CN(C(=O)NCc3ccc(C)cc3)C2)nn1 | 0% | 3 | i | -1% | 2% | 3% | i
Cc1nc(C)c(CC(=O)N2CCCC(C)(Cc3ccc4c(c3)OCO4)C2)s1 (stereo not drawn) | -28% | -3 | -2% | -15% | 11% | 1% | 28µM*
Cc1cc2nc3n(c(=O)c2n1CC(=O)NCc1cccc(Br)c1)CCCCC3 | -16% | 2 | i | -30% | -5% | -14% | ?
FC(F)(F)Oc1ccccc1Cn1ccnc1-c1cc2n(n1)CCNC2 | ? | -4 | -10% | 4% | -5% | 3% | ?
COc1ccc(Cl)cc1-c1nc(-c2nnn3c2COC(c2ccc(C)cc2)C3)no1 (stereo not drawn) | i | -3 | ? | -2% | -4% | 6% | 8%
O=C1CC(c2ccccc2)Sc2nc(-c3ccc(F)cc3)nn21 (stereo not drawn) | . | -27* | . | -2% | . | 10% | .
COc1ccc(C(=O)N2CCC(C(=O)N3CCCCCCNC(=O)CC3)CC2)c(OC)c1 | -9% | -1 | 3% | 3% | -5% | ? | i

One compound at a time (already shown). Order of values: NIH3T3 tox	IP6K1 inh	GPT2 inh	SNCA expr inh	FLuc inh	HEK293 viab	HEK293 tox
CC(C)N(Cc1ccccc1)S(=O)(=O)c1ccc(-c2cc(C(F)(F)F)on2)s1 is listed as .	27	.	-10%	.	9%	.
CC(C)NC(=O)c1ccccc1OCC1CCCN(Cc2cn(C)c3ccccc23)C1 (stereo not drawn) is listed as ?	-10	2%	-9%	9%	?	?
